MEKK3 PB1 HTS: modulators (inhibitors or enhancers) of MEK5 binding to human MEKK3 PB1 domain; Q99759; bead-based flow cytometry, Alexa488-MEK5 binding to MEKK3; actives lie on both sides; 0 = blocked by unlabeled MEK5, 100 = vehicle; binding response (% of control), % at 10 µM; hit rate 1.4% among 290,000; AID 1529;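 active = binding response more than 3 SD above or below the average of its plate-row segment, actives on both sides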;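 note: Alexa488 bead fluorescence after subtracting the streptavidin-only scavenger bead signal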
GPR7 antagonist: blocks human GPR7 receptor signaling; P48145; GPR7-expressing cells, fluorescence antagonist assay; inhibition, % at 4.4 µM; hit rate 1.1% among 290,000; AID 1861; in the data active = inhibition above about 16%, passing the limit was not always enough;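 note: cells stimulated with the agonist NPW; 0% = agonist with vehicle and 100% = vehicle without agonist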
Target sequence (P48145 whole entry, looked up): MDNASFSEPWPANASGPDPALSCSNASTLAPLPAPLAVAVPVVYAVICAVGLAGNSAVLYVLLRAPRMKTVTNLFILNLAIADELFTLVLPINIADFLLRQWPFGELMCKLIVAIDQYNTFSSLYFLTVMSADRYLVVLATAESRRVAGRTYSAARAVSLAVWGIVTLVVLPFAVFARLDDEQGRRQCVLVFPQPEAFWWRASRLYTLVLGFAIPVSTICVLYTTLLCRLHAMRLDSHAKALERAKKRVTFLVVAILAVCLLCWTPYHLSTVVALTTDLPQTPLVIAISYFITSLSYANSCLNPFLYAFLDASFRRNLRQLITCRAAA
PHOSPHO1 inh: PHOSPHO1 (human) inhibition | hit rate 1.1% among 290,000 | AID 1565 | inhibition, % at 13.3 µM | Q8TCT1 | recombinant PHOSPHO1, absorbance phosphatase assay; in the data active = inhibition above about 60%
Target sequence (Q8TCT1 whole entry, looked up): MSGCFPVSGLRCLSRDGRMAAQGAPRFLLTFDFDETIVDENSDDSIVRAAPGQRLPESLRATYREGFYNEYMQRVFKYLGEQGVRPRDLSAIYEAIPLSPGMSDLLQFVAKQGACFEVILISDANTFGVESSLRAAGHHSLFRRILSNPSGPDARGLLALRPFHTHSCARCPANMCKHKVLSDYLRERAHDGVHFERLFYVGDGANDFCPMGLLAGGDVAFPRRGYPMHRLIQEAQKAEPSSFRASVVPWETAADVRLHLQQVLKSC
NALP1 yeast inh: inhibitors of NALP1 inflammasome in yeast; S. cerevisiae NALP1/ASC/caspase-1 growth, X-gal OD620, 72 h; inhibition, % at 10 µM; hit rate 0.61% among 280,000; in the data active = inhibition mostly above about 24%, no sharp cut-off; inactive = mostly below about 32%; note: some compounds called inactive have numbers as strong as hits
MEKK2mut PB1 HTS: signal of MEK5 binding to mutant human MEKK2 PB1 domain | hit rate 0.35% among 290,000 | AID 1530 | percent response, % at 10 µM | bead flow cytometry, Alexa488-MEK5 binding to MEKK2 mutant; in the data active = percent response above about 24%, passing the limit was not always enough; note: inactives centre near 1; some results filed as inactive read as strong as hits; reference of the scale not given here
OXTR agonist: agonists of human oxytocin receptor. P30559. CHO-OTR cells, Fluo-8 calcium fluorescence; normalized: DMSO 0%, oxytocin 100%. activation, % at 3 µM. hit rate 0.32% among 320,000. AID 2435;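 active = activation above the mean of all tested compounds plus 3 SD, cutoff set per screening run, cut at about 20% in these data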;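 note: peak over basal fluorescence ratio from a 100 s FLIPR kinetic read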
Target sequence (P30559 whole entry, looked up): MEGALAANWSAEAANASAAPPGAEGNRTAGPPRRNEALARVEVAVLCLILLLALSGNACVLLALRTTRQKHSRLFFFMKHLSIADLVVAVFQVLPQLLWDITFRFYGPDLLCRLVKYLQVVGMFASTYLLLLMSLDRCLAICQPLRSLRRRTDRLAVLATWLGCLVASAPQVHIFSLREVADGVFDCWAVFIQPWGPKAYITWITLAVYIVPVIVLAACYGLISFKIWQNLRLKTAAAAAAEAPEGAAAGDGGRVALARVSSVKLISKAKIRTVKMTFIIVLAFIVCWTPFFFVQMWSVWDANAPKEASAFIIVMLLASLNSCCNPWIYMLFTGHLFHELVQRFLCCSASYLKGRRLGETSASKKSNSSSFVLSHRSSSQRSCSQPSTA
DNA FID counter: displaces DNA intercalator in HCV helicase counter-screen; hit rate 0.17% among 290,000; DNA fluorescent intercalator displacement, fluorescence; AID 1845; inhibition, % at 7.9 µM; in the data active = inhibition above about 37%;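 note: 0% = vehicle and 100% = reference compound; higher means more ethidium bromide displaced from hairpin DNA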
MEKK2 WT-MEK5: raises or lowers MEK5 binding to wildtype human MEKK2 PB1 domain | Q9Y2U5 | bead flow cytometry, Alexa488-MEK5 binding to MEKK2 WT; actives lie on both sides | binding response (% of control), % at 10 µM | hit rate 1.1% among 290,000 | AID 1531; in the data active = binding response below about 67% or above about 130%
M18AAP inhibitor: PfM18AAP enzyme inhibition; recombinant PfM18AAP, H-Glu-NHMec fluorogenic cleavage; inhibition, % at 7.35 µM; hit rate 1.2% among 290,000; AID 1822;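 active = inhibition above the campaign mean inhibition over all tested compounds plus 3 SD, cut at about 28% in these data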;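 note: 0% = plate median of test compound wells and 100% = 2 mM ZnCl2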
Numbers without * were called inactive; x = no result given.

Values run as follows: MEKK3 PB1 HTS	GPR7 antagonist	PHOSPHO1 inh	NALP1 yeast inh	MEKK2mut PB1 HTS	OXTR agonist	DNA FID counter	MEKK2 WT-MEK5	M18AAP inhibitor
> CC1CCCN(C(=O)c2ccncc2)C1 (configuration not stated)
 : 101	1	10	8	0	1.3	0	103	-9
> O=c1[nH]c(C2CCCN(S(=O)(=O)c3ccccc3F)C2)nc2c1nnn2Cc1ccccc1Cl (configuration not stated)
 : 103	-20	11	13	-1	0.2	-38	98	-3
> Cc1ccc(SCc2cc(=O)[nH]c(N3CCN(Cc4ccccc4)CC3)n2)cc1
 : 109	1	-29	4	15	-0.8	-1	112	0
> COCCn1c(CN2CCC(Cc3ccccc3)CC2)nc2c1c(=O)n(C)c(=O)n2C
 : 100	-1	18	34	-3	1.2	-2	120	4
> CSc1nc(N)n(-c2cc(C(F)(F)F)ccn2)n1
 : 100	-4	-10	1	3	-1.4	-6	94	3
> c1ccc(Cn2nnnc2C(c2ccncc2)N2CCOCC2)cc1 (configuration not stated)
 : 104	2	-9	7	4	0.6	-1	100	8
> O=P(c1ccccc1)(c1ccccc1)C(O)c1ccccn1 (configuration not stated)
 : 101	2	24	3	8	-0.4	-9	103	5
> COc1ccc(-n2nc3c(=O)[nH][nH]c3cc2=O)cc1
 : 86	3	49	-23	-12	-1.4	-16	85	8
> O=C(O)c1cc(N=Nc2c(O)ccc3ccccc23)cc(C(=O)O)c1
 : 100	2	25	-1	-7	x	1	97	-5
> CCCC(C)c1nnc(NC(=O)COc2ccc3c(c2)OCO3)s1 (configuration not stated)
 : 99	13	35	12	-4	7.5	-23	98	3
> Cc1nn(-c2ccccc2)c(C)c1NC(=O)COc1ccc(Br)cc1Cl
 : 98	-8	-12	8	13	6.0	-15	110	-1
> CCN(Cc1ccccc1)C(=O)c1c(-c2ccccc2Cl)noc1C
 : 105	-15	29	15	2	-1.3	-33	103	1
> O=C(O)c1ccccc1NC(=O)C1CCN(S(=O)(=O)c2cccc3nsnc23)CC1
 : 99	-8	30	31	-5	-2.0	-26	98	-1
> Cc1cccc(OC(C)C(=O)NC2CCS(=O)(=O)C2)c1C (configuration not stated)
 : 94	23	-12	22	-3	0.3	-8	95	7
> COc1ccc(C2=Nn3c(nnc3-c3ccccc3OC)SC2)cc1OC
 : 107	-10	27	-1	6	0.4	-26	108	0
> COc1cc(/C=N/NC(=O)CNC(=O)/C=C/c2ccco2)cc(OC)c1OC
 : 100	-4	27	-16	-5	-0.2	-17	97	1
> CCOC(=O)c1c(NC(=O)C(C)N2CCN(C(=O)c3ccco3)CC2)sc2c1CCCC2 (configuration not stated)
 : x	-3	20	31	x	1.5	-24	x	10
> COc1cccc(C(=O)NC(=S)Nc2cccnc2)c1
 : 95	4	1	15	2	-0.4	-1	106	0
> CCOc1ccccc1Nc1ccc2nonc2c1[N+](=O)[O-]
 : 99	2	40	9	-1	0.8	2	96	-8
> CC(=O)Oc1ccccc1-n1c(C)nc(=O)c(-c2ccccc2)c1C
 : 103	1	20	5	-2	0.6	-2	102	-4
> Cc1ccsc1/C=N/n1c(-c2cccnc2)n[nH]c1=S
 : 100	1	48	6	-5	-0.1	-7	96	13
> Cc1ccc(C(=O)N(CCN2CCCCC2)CC2CCCN(C3CCCC3)C2)s1 (configuration not stated)
 : 102	-11	x	-7	17	x	15	123	0
> O=c1c2nncn2c2cc(C(F)(F)F)ccc2n1CCNc1ncc(C(F)(F)F)cc1Cl
 : 108	-10	53	x	2	0.5	-3	103	0
> Cc1csc(NC(=O)CCc2nc3ccccc3s2)n1
 : 104	-15	-73	-5	3	0.8	-12	105	0
> CCNC(=S)N1CCn2cccc2C1c1ccc(F)cc1 (configuration not stated)
 : 96	9	-2	-14	-3	0.7	5	97	3
> COc1ccc(NC(=O)CN(C)S(=O)(=O)c2cccc3cccnc23)cc1
 : 103	-3	7	-2	3	0.1	-12	107	-1
> CCc1ccc(N=CC2=C(O)CC(c3ccco3)CC2=O)cc1 (configuration not stated)
 : 102	6	16	38*	0	-1.5	-18	102	23
> CCNc1nc(Oc2ccc(C(=O)OC)cc2)nc(N2CCOCC2)n1
 : 105	0	10	x	-9	0.1	-11	100	3
> C/C(=N\O)C(=O)NCCN1CCCCC1
 : 100	-13	12	6	0	1.1	-4	101	-1
> CCNC(=S)N1C2CCC1CC(NC(=O)NC1CCCCC1)C2 (configuration not stated)
 : 86	-8	-10	39	-12	0.0	0	83	8

One compound at a time, from the list above. Values in the order: MEKK3 PB1 HTS	GPR7 antagonist	PHOSPHO1 inh	NALP1 yeast inh	MEKK2mut PB1 HTS	OXTR agonist	DNA FID counter	MEKK2 WT-MEK5	M18AAP inhibitor
Cc1csc(NC(=O)CCc2nc3ccccc3s2)n1 is listed with 104	-15	-73	-5	3	0.8	-12	105	0
Cc1ccc(C(=O)N(CCN2CCCCC2)CC2CCCN(C3CCCC3)C2)s1 (configuration not stated) is listed with 102	-11	x	-7	17	x	15	123	0

Next section
Values run as follows: MEKK3 PB1 HTS	GPR7 antagonist	PHOSPHO1 inh	NALP1 yeast inh	MEKK2mut PB1 HTS	OXTR agonist	DNA FID counter	MEKK2 WT-MEK5	M18AAP inhibitor
> C#C[C@]1(O)CC[C@H]2[C@@H]3[C@H](C)CC4=C(CCC(=O)C4)[C@H]3CC[C@@]21C
 : 111	x	x	x	5	3.9	x	111	x
> COC(=O)CCN1CCN(S(=O)(=O)c2ccccc2Br)CC1
 : 101	-13	62*	-6	-6	0.8	4	95	8
> CCCn1c(C)cc(C(=O)COc2ccc(-c3nnco3)cc2)c1C
 : 85	-1	12	16	-2	1.0	-39	94	0
> CC(C)=CC1C(C(=O)NCCOc2ccccc2)C1(C)C (configuration not stated)
 : 98	-3	36	8	5	-2.3	-18	99	-1
> COC(=O)C1=C(C)n2nnnc2NC1c1cc2ccccc2o1 (configuration not stated)
 : 105	-4	-42	15	8	-1.7	-8	106	5
> C=CCNC(=O)N1CCc2[nH]c3ccc(F)cc3c2C1
 : 106	1	37	9	3	-0.1	-5	108	4
> Cc1ccc(NS(=O)(=O)c2ccc(/C=C/C(=O)O)cc2)cc1Cl
 : 101	1	7	-4	-2	0.8	-24	98	1
> CCc1cc2cc(C)ccc2nc1SCC(=O)NC1CCCC1
 : 101	-13	31	-2	5	-0.6	-38	102	13
> COc1cccc(CNc2ccc3[nH]c(=O)[nH]c3c2)c1OCc1ccccc1Cl
 : 104	-10	44	30	1	-0.5	-2	98	-39
> CC(C)=CCCC(C)CN1CCC(N2CCC(C(=O)N3CCCC3)CC2)CC1 (configuration not stated)
 : 96	-15	18	4	14	1.3	11	130	-5
> C=CCc1c(C)nc(C)nc1N/N=C/c1ccc(F)cc1
 : 93	-4	4	14	-2	-2.8	-2	97	11
> C=CCNC(=O)C1=NN(c2c(F)c(F)cc(F)c2F)C(=O)CC1
 : 105	-9	20	23	-1	-0.2	-6	107	-3
> CC(=O)Nc1ccc2c3c(cccc13)C(=O)N(c1ccccc1)C2=O
 : 107	-12	-4	16	-11	-0.4	5	99	2
> CCOC(=O)c1ccc(NC(=O)CCOc2ccccc2)cc1
 : 101	-7	-9	-13	-2	-0.1	-9	97	-3
> CN(C)CCCN1c2ccccc2CCc2ccccc21
 : 93	-2	-4	11	7	1.8	14	105	-6
> CC(C)(C)c1n[nH]c(=S)n(N)c1=O
 : 110	-10	-9	13	-2	0.8	4	102	4
> COC(=O)CCCCCCCCC(O)CN1CCCCC1 (configuration not stated)
 : 104	3	3	14	-2	0.8	7	102	4
> O=C(CCCN1C(=O)[C@H]2CC=CC[C@H]2C1=O)NCc1nc(-c2ccc(Cl)cc2)no1
 : 105	-6	31	-6	4	4.8	-43	110	-1
> COc1ccc(C(=O)CSc2nnc(C3CCCCC3)n2N)c(OC)c1
 : 101	2	4	0	-3	-2.0	-30	100	13
> Cc1ccc(-n2c(SCc3cn4ccsc4n3)nc3ccccc3c2=O)cc1
 : 107	-2	-42	2	3	-0.7	-18	101	-13
> OC(CN1CCCC(C(F)(F)F)C1)c1ccccc1 (configuration not stated)
 : 105	-11	14	15	-2	1.6	5	97	-10
> COc1ccc(NS(=O)(=O)c2cn(C)cn2)cc1Cl
 : 101	-6	43	27	-3	-0.6	-2	104	4
> Cc1cc(C(=O)N2CCN(S(=O)(=O)c3ccccc3)CC2)c(C)o1
 : 97	-5	25	21	2	-0.7	-21	96	-2
> Cc1nnc(SCC(=O)NC(=O)Nc2ccc3c(c2)OCCO3)n1N
 : 91	11	10	0	-13	1.0	-4	92	1
> Cc1cc(C)cc(NC(=O)CSc2nnc(-c3ccccc3C)o2)c1
 : 100	3	11	22	2	-0.9	-8	102	3
> Cc1ccc(C(=O)NC(=S)Nc2cccc(-c3nc4ccccc4s3)c2)cc1
 : 103	1	6	26	14	0.8	4	109	1
> Cc1nn2c3cc(N4CCOCC4)ccc3nc2c2ccccc12
 : 99	-13	x	x	2	-1.6	-4	99	7
> O=S(=O)(c1cccc(S(=O)(=O)N2CCOCC2)c1)N1CCCCC1
 : 97	6	5	-8	-3	1.3	-3	97	-7
> CC(=O)N1CCN(c2ccc(NC(=O)c3ccc(C)c([N+](=O)[O-])c3)cc2)CC1
 : 95	12	34	19	-5	1.5	-19	100	-14
> COc1ccc(-c2ccc(SCC(=O)NC3CCCCC3)nn2)cc1OC
 : 100	-5	23	2	-9	-1.6	-31	100	-5

The list goes on.
Values run as follows: MEKK3 PB1 HTS	GPR7 antagonist	PHOSPHO1 inh	NALP1 yeast inh	MEKK2mut PB1 HTS	OXTR agonist	DNA FID counter	MEKK2 WT-MEK5	M18AAP inhibitor
> Cc1ccc2cc(CCNS(=O)(=O)c3ccc(F)cc3)c(=O)[nH]c2c1C
 : 106	-12	36	5	1	9.4	-2	102	6
> CCOc1ccccc1N(CC(=O)NCc1ccccc1)C(=O)CCC(=O)Nc1cc(C)ccn1
 : 104	1	28	-10	4	1.1	-22	87	1
> O=C(NCc1ccc2c(c1)OCO2)c1cc2ncc(Br)cn2n1
 : 103	-17	7	6	6	0.3	-5	98	0
> C/C(=N\NS(=O)(=O)c1ccc(Cl)cc1)c1ccc(O)cc1
 : 104	-3	23	-4	2	0.2	4	102	2
> COc1cccc(Cn2cnc3c(NS(=O)(=O)c4cccc(Cl)c4Cl)c(C)c(C)cc32)c1
 : 105	-5	37	31	2	-0.8	-21	103	8
> CCN(CC)S(=O)(=O)c1cc(NC(=O)COC(=O)CCC(=O)c2cccs2)ccc1C
 : 100	-21	7	7	1	4.6	-23	100	3
> Cc1[nH]c2c([N+](=O)[O-])cccc2c1C
 : 94	5	20	20	-2	-2.7	-4	95	12
> O=C(COC(=O)c1cccs1)Nc1ccccc1
 : 103	1	7	-7	8	0.5	5	101	-2
> CCCn1nnc(NC(=O)c2cc(Br)ccc2OC)n1
 : 99	-7	-22	18	0	-1.1	-4	98	12
> CC1CCN(C(=O)c2ccc3c(Cl)c4c(nc3c2)CCCC4)CC1
 : 106	11	-17	10	8	-2.2	-34	95	2
> COc1ccc(CNc2oc(-c3cccc4ccccc34)nc2C#N)cc1
 : 100	-9	-8	3	3	1.1	2	97	-16
> COc1ccc(-c2cc(C(=O)OCC(=O)N(C)C)c3ccccc3n2)cc1
 : 107	18*	-4	32	4	-1.9	-22	107	-4
> Cc1ccc(F)cc1NC(=O)N1CCCN(C(=O)OC(C)(C)C)CC1
 : 101	-4	46	x	3	0.7	-13	99	-14
> CC(=O)Nc1ccc(NC(=O)CSc2nccn2Cc2ccccc2)cc1
 : 94	-2	31	34	0	6.0	1	91	15
> O=C(CSc1nnc(CNc2ccc(F)cc2)o1)N1CCCc2ccccc21
 : 101	-1	11	15	1	6.3	-17	100	3

Some entries already given, limited to MEKK2 WT-MEK5, MEKK3 PB1 HTS and DNA FID counter:
compound,MEKK2 WT-MEK5,MEKK3 PB1 HTS,DNA FID counter
O=C(COC(=O)c1cccs1)Nc1ccccc1,101,103,5
CCCn1nnc(NC(=O)c2cc(Br)ccc2OC)n1,98,99,-4

Screening data from PubChem BioAssay.
